High-throughput results (PubChem BioAssay)
NSD2 block: inhibitors of human NSD2, primary screen, biochemical, plate reader, single point. Histone-lysine N-methyltransferase NSD2 (Homo sapiens), O96028. NSD2-SET H3K36me1 DELFIA fluorescence. inhibition, % at 12.5 µM. 44,000 compounds, 0.07% hits; in the data active = inhibition above about 54%, passing the limit was not always enough; inconclusive = no clear call, values can overlap the other calls;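 note: inhibitors reduce the monomethyl H3K36 fluorescence signal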
Target sequence (O96028 whole entry, looked up): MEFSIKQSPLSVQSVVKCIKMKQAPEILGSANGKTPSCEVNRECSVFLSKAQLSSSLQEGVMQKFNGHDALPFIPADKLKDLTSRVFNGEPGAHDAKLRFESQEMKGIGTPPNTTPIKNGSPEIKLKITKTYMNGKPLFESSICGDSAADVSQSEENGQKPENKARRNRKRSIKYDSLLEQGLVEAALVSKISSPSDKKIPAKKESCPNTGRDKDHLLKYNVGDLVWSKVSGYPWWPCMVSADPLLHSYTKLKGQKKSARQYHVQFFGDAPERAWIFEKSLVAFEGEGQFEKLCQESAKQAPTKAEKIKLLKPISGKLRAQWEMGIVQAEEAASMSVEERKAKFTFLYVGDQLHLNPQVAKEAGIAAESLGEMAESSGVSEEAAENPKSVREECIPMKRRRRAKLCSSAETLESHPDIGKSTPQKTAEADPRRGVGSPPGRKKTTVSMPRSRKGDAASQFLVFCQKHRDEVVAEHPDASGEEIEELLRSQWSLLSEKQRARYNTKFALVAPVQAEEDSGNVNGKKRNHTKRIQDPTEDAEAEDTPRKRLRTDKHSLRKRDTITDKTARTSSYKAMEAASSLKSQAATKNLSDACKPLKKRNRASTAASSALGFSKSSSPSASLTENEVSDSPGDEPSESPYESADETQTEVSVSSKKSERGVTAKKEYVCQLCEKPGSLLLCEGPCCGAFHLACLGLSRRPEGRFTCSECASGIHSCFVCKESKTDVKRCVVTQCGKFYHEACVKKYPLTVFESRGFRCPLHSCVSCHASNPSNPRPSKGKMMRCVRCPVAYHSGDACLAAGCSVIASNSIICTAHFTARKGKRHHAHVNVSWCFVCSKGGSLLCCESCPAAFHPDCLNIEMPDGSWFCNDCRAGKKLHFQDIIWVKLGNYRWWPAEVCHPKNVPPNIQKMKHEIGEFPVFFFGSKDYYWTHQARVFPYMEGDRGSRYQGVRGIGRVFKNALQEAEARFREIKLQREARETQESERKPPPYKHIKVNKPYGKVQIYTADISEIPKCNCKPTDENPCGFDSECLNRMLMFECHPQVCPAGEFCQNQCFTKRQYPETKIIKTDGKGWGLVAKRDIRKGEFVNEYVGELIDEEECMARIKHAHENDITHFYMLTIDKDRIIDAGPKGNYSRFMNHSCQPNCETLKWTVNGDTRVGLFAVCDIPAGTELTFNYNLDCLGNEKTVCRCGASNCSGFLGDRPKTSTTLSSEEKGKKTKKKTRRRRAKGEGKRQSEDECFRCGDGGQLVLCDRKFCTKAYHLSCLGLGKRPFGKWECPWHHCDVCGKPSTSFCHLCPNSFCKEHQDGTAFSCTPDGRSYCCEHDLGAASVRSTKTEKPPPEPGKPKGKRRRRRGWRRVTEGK
Starred values were filed as active, the others as inactive; ? = inconclusive; & = joins results of further samples. Only part of the results is shown; the hit share may differ from the screen's.

Start of the data: the first six compounds as a preview:
NSD2 block	canonical_smiles
5	C[C@H]1CN([C@@H](C)CO)C(=O)CCCn2cc(nn2)CO[C@@H]1CN(C)S(=O)(=O)c1ccc2ccccc2c1
0	CC(C)CC#Cc1ccc2c(c1)O[C@@H](CN(C)C(=O)c1ccccc1F)[C@@H](C)CN([C@@H](C)CO)S2(=O)=O
-1	CC(C)C#Cc1cnc2c(c1)C(=O)N([C@H](C)CO)C[C@@H](C)[C@@H](CN(C)C(=O)c1cnccn1)O2
4	Cc1cc(C(=O)Nc2cccc3c2O[C@@H](CN(C)CC2CC2)[C@H](C)CN([C@H](C)CO)C3=O)n(C)n1
0	C[C@H](CO)N1C[C@H](C)[C@H](CN(C)Cc2ccc(-c3ccccc3)cc2)Oc2ccc(NS(=O)(=O)c3ccc(Cl)cc3)cc2CC1=O
-4	C[C@H](CO)N1C[C@H](C)[C@@H](CN(C)C(=O)c2ccccc2F)Oc2ncc(Br)cc2C1=O

The listing, from the start:
NSD2 block	canonical_smiles
5	C[C@H]1CN([C@@H](C)CO)C(=O)CCCn2cc(nn2)CO[C@@H]1CN(C)S(=O)(=O)c1ccc2ccccc2c1
0	CC(C)CC#Cc1ccc2c(c1)O[C@@H](CN(C)C(=O)c1ccccc1F)[C@@H](C)CN([C@@H](C)CO)S2(=O)=O
-1	CC(C)C#Cc1cnc2c(c1)C(=O)N([C@H](C)CO)C[C@@H](C)[C@@H](CN(C)C(=O)c1cnccn1)O2
4	Cc1cc(C(=O)Nc2cccc3c2O[C@@H](CN(C)CC2CC2)[C@H](C)CN([C@H](C)CO)C3=O)n(C)n1
0	C[C@H](CO)N1C[C@H](C)[C@H](CN(C)Cc2ccc(-c3ccccc3)cc2)Oc2ccc(NS(=O)(=O)c3ccc(Cl)cc3)cc2CC1=O
-4	C[C@H](CO)N1C[C@H](C)[C@@H](CN(C)C(=O)c2ccccc2F)Oc2ncc(Br)cc2C1=O
5	C[C@@H]1CN([C@H](C)CO)C(=O)c2cc(C#CCN(C)C)cnc2O[C@@H]1CN(C)Cc1cccc(C(=O)O)c1
-9	CC(C)=CCc1c(O)c(CC=C(C)C)c2c(c1O)C(=O)CC(c1ccccc1)O2 (stereo not drawn)
-2	C[C@H]1CCCCO[C@H](CN(C)S(=O)(=O)c2ccc(F)cc2)[C@@H](C)CN([C@@H](C)CO)C(=O)c2cc(NC(=O)Nc3ccc(C(F)(F)F)cc3)ccc2O1
-2	C[C@@H]1CN([C@@H](C)CO)C(=O)c2cc(NC(=O)CCN3CCOCC3)ccc2O[C@H]1CN(C)C(=O)Nc1ccccc1
-1	C[C@@H]1CN([C@@H](C)CO)C(=O)c2cc(NC(=O)CCN3CCOCC3)ccc2O[C@@H]1CN(C)Cc1ccc(Cl)c(Cl)c1
2	COc1ccc(CN(C)C[C@H]2Oc3c(NC(=O)C4CCCCC4)cccc3C(=O)N([C@@H](C)CO)C[C@H]2C)cc1

Next part; it opens with the 3 that closed the last part.
NSD2 block	canonical_smiles
-2	C[C@@H]1CN([C@@H](C)CO)C(=O)c2cc(NC(=O)CCN3CCOCC3)ccc2O[C@H]1CN(C)C(=O)Nc1ccccc1
-1	C[C@@H]1CN([C@@H](C)CO)C(=O)c2cc(NC(=O)CCN3CCOCC3)ccc2O[C@@H]1CN(C)Cc1ccc(Cl)c(Cl)c1
2	COc1ccc(CN(C)C[C@H]2Oc3c(NC(=O)C4CCCCC4)cccc3C(=O)N([C@@H](C)CO)C[C@H]2C)cc1
2	C[C@@H]1CN([C@H](C)CO)C(=O)c2ccccc2-c2ccccc2CO[C@@H]1CN(C)S(=O)(=O)c1ccc(F)cc1
0	C[C@@H]1CN([C@@H](C)CO)C(=O)c2cc(C#CC3(O)CCCC3)cnc2O[C@@H]1CN(C)C(=O)Nc1ccc2c(c1)OCO2
3	Cc1cc2c(cc1O[C@@H]1O[C@H](CO[C@@H]3OC[C@@H](O)[C@H](O)[C@H]3O)[C@@H](O)[C@H](O)[C@H]1O)C(=O)c1ccccc1C2=O
-2	C[C@@H]1CN([C@H](C)CO)C(=O)c2cc(NS(C)(=O)=O)ccc2O[C@@H]1CN(C)C(=O)NC1CCCCC1
-1	C[C@@H]1CN([C@@H](C)CO)S(=O)(=O)c2ccc(-c3cccnc3)cc2O[C@@H]1CN(C)C(=O)CN(C)C
-7	COc1cccc(NC(=O)N(C)C[C@@H]2Oc3cc(/C=C/c4ccccc4)ccc3S(=O)(=O)N([C@@H](C)CO)C[C@@H]2C)c1
5	COCC#Cc1cnc2c(c1)C(=O)N([C@@H](C)CO)C[C@@H](C)[C@H](CN(C)C(=O)c1cccnc1)O2
5	C[C@H]1CN([C@@H](C)CO)C(=O)c2cc(NC(=O)Nc3ccc(F)cc3)ccc2O[C@H]1CN(C)C(=O)Nc1ccc(F)cc1
-4	C[C@@H]1CN([C@@H](C)CO)C(=O)Cc2cc(NC(=O)C3CC3)ccc2O[C@@H]1CN(C)C(=O)NC1CCCCC1
5	C[C@@H]1CN([C@H](C)CO)C(=O)c2cc(C3=CCCCC3)cnc2O[C@@H]1CN(C)Cc1ccccc1
3	CNC[C@H]1Oc2ccc(NC(=O)NC3CCCCC3)cc2C(=O)N([C@@H](C)CO)C[C@@H]1C
5	C[C@H](CO)N1C[C@H](C)[C@H](CN(C)CC2CCCCC2)Oc2cc(C3=CCCC3)ccc2S1(=O)=O
0	CCCNC(=O)N(C)C[C@H]1Oc2ncc(C#C[C@H](C)O)cc2C(=O)N([C@@H](C)CO)C[C@H]1C
0	C[C@H](CO)N1C[C@H](C)[C@H](CN(C)Cc2ccncc2)Oc2ccc(NC(=O)C3CC3)cc2C1=O
-4	CC(C)=CCC[C@@H](C)C/C=N/NC(=O)CCCCCC(=O)NO
-2	CC(C)NC(=O)N(C)C[C@@H]1Oc2cc(C#Cc3ccccn3)ccc2S(=O)(=O)N([C@H](C)CO)C[C@H]1C
1	Cc1noc(C)c1NC(=O)N(C)C[C@@H]1Oc2ccc(NC(=O)C3CC3)cc2CC(=O)N([C@@H](C)CO)C[C@@H]1C
-1	CC(C)CC#Cc1cnc2c(c1)C(=O)N([C@H](C)CO)C[C@@H](C)[C@H](CN(C)C(=O)c1cccnc1)O2
0	C[C@H](CO)N1C[C@H](C)[C@H](CN(C)Cc2ccc(F)cc2)Oc2ncc(C3=CCCC3)cc2C1=O
8	C[C@@H]1CN([C@@H](C)CO)C(=O)Cc2cc(NC(=O)CCCN(C)C)ccc2O[C@H]1CN(C)Cc1ccncc1
2	C[C@H](CO)N1C[C@H](C)[C@H](CN(C)C(=O)c2cccnc2)Oc2ncc(Br)cc2C1=O
1	C[C@H]1CN([C@@H](C)CO)S(=O)(=O)c2ccc(-c3cccc(C#N)c3)cc2O[C@@H]1CN(C)C(=O)c1cccnc1
-4	C[C@H]1CN([C@@H](C)CO)C(=O)c2cc(NC(=O)CCCN(C)C)ccc2O[C@@H]1CN(C)S(=O)(=O)c1ccccc1
-9	Cc1ccc(S(=O)(=O)N(C)C[C@@H]2Oc3c(NC(=O)CCCCCC(=O)Nc4ccccc4N)cccc3C(=O)N([C@H](C)CO)C[C@@H]2C)cc1
8	CCOC(=O)CSc1nc2sccn2c1C=Nc1cc(Cl)cc(Cl)c1
?	CC(C)NC(=O)N(C)C[C@H]1Oc2cc(-c3cccnc3)ccc2S(=O)(=O)N([C@H](C)CO)C[C@H]1C
10	C[C@@H]1CN([C@@H](C)CO)C(=O)c2cc(-c3cccc(C#N)c3)cnc2O[C@@H]1CN(C)Cc1cncnc1
1	C[C@H]1CN([C@@H](C)CO)C(=O)Cc2cc(NC(=O)C3CCCCC3)ccc2O[C@@H]1CN(C)C(=O)NC1CCCCC1
-3	Cc1ccc(O)c(/C=N/NC(=O)c2ccccc2O)c1
-4	O=C(C[C@H]1C[C@H]2c3cc(NC(=O)C4CCOCC4)ccc3O[C@H]2[C@@H](CO)O1)NCc1ccccc1
24	[N-]=[N+]=Nc1ccccc1C[C@]1(C(=O)NCCN2CCOCC2)N=C(c2ccc(OCCCO)cc2)O[C@H]1c1ccccc1N=[N+]=[N-]
-3	C[C@@H]1CN([C@@H](C)CO)C(=O)c2cc(C3=CCCC3)cnc2O[C@@H]1CN(C)C(=O)C1CCOCC1
4	COc1ccc(S(=O)(=O)Nc2ccc3c(c2)C(=O)N([C@@H](C)CO)C[C@@H](C)[C@H](CN(C)Cc2ccc4c(c2)OCO4)OCCCC[C@H](C)O3)cc1
0&0	N#Cc1cc2[nH]c(=O)c(=O)[nH]c2cc1[N+](=O)[O-]
-1	C[C@@H]1CN([C@@H](C)CO)C(=O)Cc2cc(NC(=O)Nc3ccc4c(c3)OCO4)ccc2O[C@@H]1CN(C)C(=O)NC1CCCCC1
-22	COC(=O)C[C@H]1C[C@@H]2c3cc(NC(=O)Nc4ccc(C(F)(F)F)cc4)ccc3O[C@@H]2[C@@H](CO)O1
-5	C/C=C/c1cnc2c(c1)C(=O)N([C@@H](C)CO)C[C@@H](C)[C@H](CN(C)Cc1ccc(F)cc1)O2
-1	COc1cccc(-c2ccc3c(c2)O[C@@H](CN(C)Cc2cccnc2)[C@@H](C)CN([C@@H](C)CO)S3(=O)=O)c1
-1	C[C@@H]1CN([C@H](C)CO)C(=O)c2c(c3ccccc3n2C)-c2ccccc2CO[C@@H]1CN(C)C(=O)Cc1ccccc1
-1	C[C@H](CO)N1C[C@H](C)[C@H](CN(C)C(=O)Cc2cccnc2)Oc2ncc(-c3ccncc3)cc2C1=O
-2	C[C@@H]1O[C@@H](O[C@H]2[C@H](O[C@H]3[C@H](O[C@H]4CC[C@@]5(C)C(CC[C@]6(C)C5CC=C5[C@@H]7CC(C)(C)C[C@@H](O)[C@]7(C)CC[C@]56C)[C@@]4(C)CO)O[C@H](C(=O)O)[C@@H](O)[C@@H]3O)OC[C@H](O)[C@@H]2O)[C@H](O)[C@H](O)[C@H]1O (stereo partly drawn)
1	CNC[C@@H]1Oc2c(NC(=O)Nc3ccc(C(F)(F)F)cc3)cccc2C(=O)N([C@H](C)CO)C[C@@H]1C
3	Cc1noc(C)c1S(=O)(=O)N(C)C[C@H]1Oc2c(NC(=O)c3ccc(-c4nccs4)cc3)cccc2C(=O)N([C@H](C)CO)C[C@H]1C
-6	COc1ccc(NC(=O)N(C)C[C@@H]2OCCCC[C@H](C)Oc3ccc(NS(C)(=O)=O)cc3C(=O)N([C@@H](C)CO)C[C@H]2C)cc1
3	C[C@@H]1CN([C@H](C)CO)C(=O)c2cc(NC(=O)Nc3ccc4c(c3)OCO4)ccc2O[C@@H]1CN(C)C
0	CCCC#Cc1ccc2c(c1)O[C@H](CN(C)Cc1ccccc1)[C@H](C)CN([C@H](C)CO)S2(=O)=O
7	CC(C)(C)OC(=O)NC1(/C=N/NC(=O)c2ccc(C(=O)NO)cc2)CCCC1
7	C[C@@H]1CN([C@H](C)CO)C(=O)c2cc(NS(=O)(=O)c3ccccc3)ccc2O[C@@H]1CN(C)C(=O)Nc1cccc2ccccc12
13	O=S(=O)(c1cc(C(F)(F)F)ccc1Cl)N1CCN(Cc2ccc(OCCO)cc2)CC1
1	COc1ccccc1-c1ccc2c(c1)O[C@H](CN(C)C(=O)c1ccccc1)[C@H](C)CN([C@H](C)CO)S2(=O)=O
-1	COc1ccc(Br)cc1/C=N/NC(=O)c1ccccc1O
18	Cc1ccc(S[C@]2(C(=O)NCc3ccccc3)CC(=O)N(C3CCCCC3)[C@@H]2c2ccc(CO)cc2I)cc1
-4	C[C@@H]1CN([C@H](C)CO)C(=O)Cc2cc(NS(=O)(=O)c3ccccc3)ccc2O[C@H]1CN(C)CC1CCCCC1
3	COC(=O)C[C@H]1C=C[C@H](N)[C@H](CO)O1
4	COc1ccc(S(=O)(=O)N(C)C[C@@H]2Oc3ccc(NC(=O)Nc4ccc5c(c4)OCO5)cc3C(=O)N([C@H](C)CO)C[C@@H]2C)cc1
3	C[C@@H]1CN([C@@H](C)CO)C(=O)c2cc(NC(=O)CCC(F)(F)F)ccc2O[C@@H](C)CCCCO[C@H]1CN(C)Cc1ccc2c(c1)OCO2
3	C[C@@H]1CCCCO[C@H](CN(C)Cc2ccncc2)[C@@H](C)CN([C@@H](C)CO)C(=O)c2cc(NC(=O)Nc3ccccc3)ccc2O1
6	CNC[C@H]1OCCCC[C@H](C)Oc2ccc(NC(=O)Nc3c(C)noc3C)cc2C(=O)N([C@H](C)CO)C[C@H]1C
-2	Cc1noc(C)c1S(=O)(=O)N(C)C[C@H]1Oc2ccc(NC(=O)C3CCCCC3)cc2CC(=O)N([C@@H](C)CO)C[C@@H]1C
8	C[C@@H]1CN([C@@H](C)CO)C(=O)c2cc(-c3cccc(F)c3)cnc2O[C@H]1CN(C)C(=O)C1CCOCC1

The list goes on.
NSD2 block	canonical_smiles
-4	Cc1ccc(S(=O)(=O)N(C)C[C@H]2OCCCC[C@@H](C)Oc3ccc(NS(=O)(=O)c4ccc(F)cc4)cc3C(=O)N([C@@H](C)CO)C[C@H]2C)cc1
0	C[C@@H]1CCCCO[C@H](CN(C)CC2CCCCC2)[C@H](C)CN([C@H](C)CO)C(=O)c2cc(NC(=O)c3ccccc3)ccc2O1
-4	CC(C)CC#Cc1cnc2c(c1)C(=O)N([C@H](C)CO)C[C@@H](C)[C@H](CN(C)C(=O)c1ccccc1F)O2
5	CCCC(=O)Nc1ncnc2c1ncn2[C@@H]1O[C@@H]2COP(=O)(O)O[C@H]2[C@H]1OC(=O)CCC
4	COc1ccc(C#Cc2cnc3c(c2)C(=O)N([C@H](C)CO)C[C@H](C)[C@H](CN(C)S(=O)(=O)c2ccc(F)cc2)O3)cc1OC
0	C[C@@H]1CN([C@H](C)CO)C(=O)Cc2cc(NC(=O)CCCCCC(=O)Nc3ccccc3N)ccc2O[C@H]1CN(C)C(=O)Nc1cccc2ccccc12
0	CC(C)NC(=O)N(C)C[C@H]1Oc2ccc(NC(=O)C3CC3)cc2CC(=O)N([C@@H](C)CO)C[C@@H]1C
